GALK inh: blocks human galactokinase activity; Potency, µM (titrated, usually from 57.5 µM), without a hit: at the highest dose activity change, negative = inhibition, most hits filed as inhibitors; P51570; AID 1868; Purified GALK, Kinase-Glo residual ATP luminescence; 0.007% of 270,000 active; further: potency means the concentration at half of the fitted maximal effect; on the % scale 0 is the no-effect control and ±100 the full control effect
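Luminescence from leftover ATP (Ultra-Glo luciferase/luciferin) served as read-out after a 1 h room-temperature reaction of 5 nM GALK with 35 uM ATP and 100 uM galactose.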
B2AR arrestin: recruits beta-arrestin to the human beta2-adrenergic receptor. beta-arrestin recruitment to beta2AR, cell-based reporter. AID 492947. 0.02% of 330,000 active. Potency, µM (series often up to 46.1 µM), for inactives: top-dose activation, actives largely listed as activators. P07550;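 further: potency means the concentration at half of the fitted maximal effect; 0% = DMSO controls and full agonism = EC100 isoproterenol or metaproterenol; nearly all actives have a fitted effect of over 65% in size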
USP2a inh: inhibitors of human ubiquitin-specific protease USP2a | 0.01% of 330,000 active | USP2 core, Ub-CHOP2 coupled fluorogenic reporter, 485/531 | O75604 | Potency, µM (series often up to 38.3 µM), for inactives: at the highest dose activity change, negative = inhibition, hits mostly inhibitors;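 further: potency means the concentration at half of the fitted maximal effect; plate controls were DMSO wells for no effect and full inhibition by NEM control for full effect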
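Cell-free coupled assay: 10nM USP2 core preincubated 30min RT with compound in Tris-HCl pH 8.0/CaCl2/CHAPS buffer, then 25nM Ub-CHOP2 and 25nM reporter substrate; fluorescence (Ex 485/Em 531) read after 60min RT, normalized to NEM inhibition, concentration-response curves fitted.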
TRPV1 ag: agonists of human vanilloid receptor 1 (TRPV1). AID 540275. Q8NER1. activation, % at 8.33 µM. 0.19% of 320,000 active. TRPV1-expressing cells, Fluo-8 calcium influx, agonist mode; in the data active means activation above about 80%; inconclusive means between about 30% and that limit; further: 0% is about no effect
Target sequence (Q8NER1 whole entry, looked up): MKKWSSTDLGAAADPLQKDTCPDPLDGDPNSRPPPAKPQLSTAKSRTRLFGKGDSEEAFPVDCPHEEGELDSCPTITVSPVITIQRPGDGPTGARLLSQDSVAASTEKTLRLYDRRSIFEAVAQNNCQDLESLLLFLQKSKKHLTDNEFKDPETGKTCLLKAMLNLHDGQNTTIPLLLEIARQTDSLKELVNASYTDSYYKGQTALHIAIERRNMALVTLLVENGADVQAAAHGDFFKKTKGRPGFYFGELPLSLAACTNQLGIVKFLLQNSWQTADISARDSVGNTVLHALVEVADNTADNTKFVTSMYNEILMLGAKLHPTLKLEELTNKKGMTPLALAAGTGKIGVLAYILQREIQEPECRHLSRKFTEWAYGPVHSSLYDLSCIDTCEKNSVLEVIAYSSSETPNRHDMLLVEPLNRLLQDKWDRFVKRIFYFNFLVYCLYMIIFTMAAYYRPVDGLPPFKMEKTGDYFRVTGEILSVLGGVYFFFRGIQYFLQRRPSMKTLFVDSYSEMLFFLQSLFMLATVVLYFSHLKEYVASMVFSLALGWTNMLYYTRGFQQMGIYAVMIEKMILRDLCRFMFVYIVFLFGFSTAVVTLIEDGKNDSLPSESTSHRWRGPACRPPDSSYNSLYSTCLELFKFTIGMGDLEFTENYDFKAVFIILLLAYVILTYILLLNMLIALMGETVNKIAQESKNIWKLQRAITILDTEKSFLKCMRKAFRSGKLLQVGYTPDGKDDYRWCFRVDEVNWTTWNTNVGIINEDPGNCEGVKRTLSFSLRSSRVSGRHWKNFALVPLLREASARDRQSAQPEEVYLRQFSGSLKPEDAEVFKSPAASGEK
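TRPV1-expressing cells were cultured overnight at 35.5C and loaded with Fluo-8 calcium dye for 40 to 90 min at room temperature. After a 10 s baseline, compound was added and calcium influx was read kinetically for 3 min (ex 480/em 520 nm).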
PKM2 activator: PKM2 (human) enzyme activation. P14618. purified PKM2, Kinase-Glo ATP luminescence, activation; response scale: 0% is enzyme alone, no compound. Potency, µM (highest dose often 57.5 µM), inactives show at the top dose activation, usual class: activators. 0.34% of 260,000 active. AID 1631; further: potency means the concentration at half of the fitted maximal effect; on the % scale 0 is the no-effect control and ±100 the full control effect; nearly all actives have a fitted effect of over 55% in size
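Purified hPK-M2 (>95% pure) converted ADP (0.1 mM final) to ATP with 0.5 mM PEP in 50 mM imidazole pH7.2, KCl, MgCl2, Tween 20, BSA; 1 h at room temperature. ATP detected by Kinase-Glo luminescence.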
KCNH2 WT inh: blocks the wildtype human KCNH2 potassium channel. Q12809. U2OS, BacMam KCNH2, thallium flux FluxOr; stronger effect = lower value. activity change, % at 1.84 µM. 0.37% of 340,000 active;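 active means maximum activity change below -70%; inconclusive means maximum activity change between -70% and -50%; inactive means maximum activity change above -50%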; further: on the % scale 0 is the no-effect control and ±100 the full control effect
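U2OS cells were transduced with wild-type KCNH2 virus (2.03 x 10^8 / mL) for 4 h at room temperature, then cultured overnight at 37 C. Thallium flux was read with FluxOr dye. Rate constants were normalized to DMSO controls.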
Giardia kill: kills Giardia lamblia | Giardia lamblia trophozoite viability | activity change, % at 7.66 µM, hits read low | 0.15% of 340,000 active | AID 540267; in the data active means activity change below about -80%; inconclusive means between about -30% and that limit;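 further: parasites exposed to compound for two days anaerobically before the ATP read; on the % scale 0 is the no-effect control and ±100 the full control effect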
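Luminescent ATP signal served as the viability read-out, measured 15-30 min after adding ATP detection reagent to trophozoites that had been incubated with compounds for 48 hrs at 37 deg C anaerobically at 100 cells/well.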
Menin MLL FP TR: displaces Texas Red mutant MLL peptide from human menin. Menin + Texas Red MLL mutant peptide, fluorescence polarization. Potency, µM (highest dose often 61.6 µM), for inactives: top-dose FP activity change, negative = inhibition, actives largely listed as inhibitors. 0.23% of 270,000 active. AID 1768; active means well fitted inhibition curve with a large enough effect in the polarisation, with a control signal flat, not every such curve was filed as active; inconclusive means small, poorly fitted or top-dose-only effect, or effect the other way, or a change in a side signal; inactive means no such curve, though single readings can be large or run the other way; the % refers to the polarisation; further: potency means the concentration at half of the fitted maximal effect; % of control where 0% means no effect; many of its hits are not listed in these tables
MLL CXXC-DNA inh: inhibitors of human MLL CXXC domain-DNA interaction. Q03164. MLL-CXXC / FITC-HOXA9 DNA fluorescence polarization. Potency, µM (top dose mostly 115 µM), for inactives: at the highest dose activity change, negative = inhibition, most hits filed as inhibitors. 0.037% of 290,000 active; active means well fitted inhibition curve with a large enough effect in the polarisation, with a control signal flat, not every such curve was filed as active; inconclusive means small, poorly fitted or top-dose-only effect, or effect the other way, or a change in a side signal; inactive means no such curve, though single readings can be large or run the other way; the % refers to the polarisation; further: potency means the concentration at half of the fitted maximal effect
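Purified MLL-CXXC (added from a 7 uM solution) was preincubated 5 min at ambient with pinned compounds in 50 mM Tris-HCl pH 7.5, 50 mM NaCl, 1 mM DTT, 0.05% BSA. Fluorescein-labeled HOX-A9 DNA (50 nM solution) followed, 30 min, then polarization read.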
KCNH2 3.1 inh: KCNH2 3.1 (human) potassium channel inhibition; U2OS KCNH2 3.1, thallium flux FluxOr; stronger effect = lower value; activity change, % (tested at about 1.8 µM); 0.95% of 340,000 active; AID 720553;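 active means maximum activity change below -70%; inconclusive means maximum activity change from -70% to -50%; inactive means maximum activity change above -50%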;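 further: thallium influx rate constant from kinetic fluorescence after stimulation buffer; on the % scale 0 is the no-effect control and ±100 the full control effect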
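FluxOr-based Tl+ influx in U2OS cells transduced with KCNH2 3.1 virus; rate constants normalized to DMSO controls.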
Coupling enz: counter-screen for Giardia aldolase inhibitors: coupling enzyme system. coupling enzyme system counterscreen, AmpLite Red fluorescence. 0.67% of 290,000 active. activity change, negative = inhibition, % at 58.2 µM, hits read low; in the data active means activity change below about -30%; further: on the % scale 0 is the no-effect control and ±100 the full control effect
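Compounds tested against the coupling enzymes alone at 57.5 uM final; readout was AmpLite Red fluorescence (525/598 nm) after 20 min at RT.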
Numbers without * were called inactive; ? = inconclusive; . = not tested or not shown; [ ] = remark or other dose. Unless noted, the call rests on the fitted dose curve; in most records, active means well fitted curve in the direction sought with a large enough effect; inconclusive means small, poorly fitted or top-dose-only effect, or another doubt; inactive means no such curve, though single readings can be large; an effect the other way counts as inactive or inconclusive. Not all compounds are listed. The share of hits here may be higher or lower than overall.

SMILES | GALK inh | B2AR arrestin | USP2a inh | TRPV1 ag | PKM2 activator | KCNH2 WT inh | Giardia kill | Menin MLL FP TR | MLL CXXC-DNA inh | KCNH2 3.1 inh | Coupling enz
CCOc1cc(C(c2c(C)[nH][nH]c2=O)c2c(C)[nH][nH]c2=O)ccc1OS(=O)(=O)c1ccccc1 | -4.1% | 0.0% | -1.5% | 1.0 | 8.3% | 22.9 | 9.8 | 15.7% | ? | -37.8 | -12.8
Cc1ccccc1NC(=O)Cc1nc(COC(=O)c2cc([N+](=O)[O-])ccc2N)cs1 | 4.5% | -0.3% | 3.1% | 1.9 | 5.0% | 1.1 | -14.4 | . | -0.1% | -32.4 | .
COC(=O)c1[nH]c2cc(OC)ccc2c1NC(=O)CCN1CCN(Cc2ccc3c(c2)OCO3)CC1 | 0.5% | 0.2% | -1.5% | 1.6 | 5.3% | 11.7 | -9.3 | 10.7% | 4.5% | -2.4 | 3.5
CCNc1nc(OCCNC(C)=O)nc(N(C)C)n1 | -2.2% | -0.4% | 0.9% | 0.0 | 4.4% | -15.9 | -6.9 | 12.0% | 17.0% | 4.8 | 3.3
CC(C(=O)NCCCn1ccnc1)(c1ccccc1)c1ccccc1 | 0.8% | -1.2% | 7.1% | -2.1 | -2.8% | 56.0 | 3.3 | 16.4% | -11.2% | -16.2 | -2.2
COC(=O)/C=C1/SC(=NC(=O)c2cccc([N+](=O)[O-])c2)NC1=O | 6.9% | -0.2% | 1.7% | -3.3 | . | -6.1 | 8.3 | . | -8.2% | -0.2 | .
Cc1cccc(Nc2nc(-c3ccccc3)cs2)n1 | -8.3% | -2.1% | -2.1% | 4.7 | -3.7%[11.5 µM] | 7.7 | 2.6 | ? | -5.0% | -9.8 | -4.8
CN1CCN(C(=O)c2cc3ccccc3cc2O)CC1 | . | -0.8% | 0.6% | 0.6 | . | -2.9 | ? | . | . | 24.2 | .
Cc1cccc(NC(=O)c2ccc(NS(=O)(=O)c3c(C)noc3C)cc2)c1 | 1.4% | 0.4% | 0.3% | -3.5 | 0.3% | -9.0 | -14.9 | 14.0% | 6.5% | 22.2 | 1.8
CC1NC(=O)N(C)C2NC(=O)N(C)C(c3ccccc3)C12 (stereo not given) | 3.0% | -0.6% | 0.0% | -3.4 | 1.4% | -0.6 | -8.7 | -17.1% | -0.2% | 2.6 | 0.8
O=C(NCc1ccc(N2CCCC2=O)cc1)c1ccc(F)cc1 | -1.9% | -1.1% | 0.6% | -4.8 | 1.5% | -3.5 | -22.4 | -0.1% | -3.3% | -4.7 | 2.5
O=C(O)c1cccnc1C(=O)N1CCc2c([nH]c3ccccc23)C1C(F)(F)F (stereo not given) | . | 0.0% | 0.0% | -4.5 | -26.7% | 2.1 | 7.5 | . | -5.4% | 14.1 | 11.1
CCOc1ccc(C(=O)COC(=O)C2CCN(c3ccc(C(F)(F)F)cn3)CC2)cc1 | . | -0.2% | -0.9% | -0.2 | . | 4.1 | 2.5 | . | . | -25.3 | .
COc1ccc2cc(C(=O)N3CCOCC3)sc(=O)c2c1OC | 0.6% | 0.3% | 0.9% | 8.7 | -0.8% | 5.6 | 9.0 | -0.4% | 2.8% | 7.3 | -0.3
O=C(Cc1n[nH]c(=O)c2ccccc12)OCC(=O)c1ccc(F)cc1 | . | 0.5% | 1.7% | 3.1 | . | -1.6 | -10.2 | . | . | -10.7 | .
COC(CNC(=O)c1cc(C)nn1-c1ccccc1)OC | 0.3% | 0.5% | 1.9% | -10.6 | 16.4% | -2.6 | -11.4 | -4.1% | 3.7% | 9.9 | -0.1
O=C(CSc1ccc(-c2ccc(Cl)cc2)nn1)N1CCCc2ccccc21 | -0.1% | 0.3% | 1.9% | 12.3 | 3.1% | -13.4 | 7.3 | 17.9% | -12.5% | 1.4 | -8.1
CCc1ccc(OC)c(S(=O)(=O)NCCOc2ccccc2)c1 | 0.8% | -1.8% | 1.1% | -5.4 | -12.5% | -2.1 | -3.6 | -2.0% | -0.6% | -16.2 | -5.4
COc1ccc(C(=O)C2CCCN(C(=O)c3cccs3)C2)cc1F (stereo not given) | 7.3% | 0.2% | 0.5% | 4.3 | -6.1% | 4.8 | 23.6 | -10.5% | -6.2% | 2.3 | 1.6
Cc1oc(C(=O)O)cc1COc1cccc2ccccc12 | 4.1% | -0.3% | -2.7% | -0.7 | 0.3% | -6.5 | -0.9 | -13.6% | -4.2% | 1.1 | 7.5
Nc1nc(-c2ccccc2)c(N=Nc2ccccc2Cl)s1 | 1.6% | -0.3% | -1.6% | -4.8 | -9.7% | -5.5 | 2.2 | ? | ? | -23.3 | 1.8
CNC(=O)c1[nH]cnc1C(=O)Nc1ccccn1 | 5.6% | 0.2% | 4.9% | -3.0 | -0.6% | 20.2 | 8.2 | 0.2% | -8.8% | 11.2 | 2.1
COc1cc(C(=O)Nc2nnc(CC(C)C)s2)c([N+](=O)[O-])cc1OC | -0.8% | -0.5% | 3.5% | -2.8 | -3.4% | . | 3.7 | -19.8% | -5.2% | 9.2 | -1.9
CC1=C(C(=O)OC(C)C)C(c2cccs2)NC(=O)N1 (stereo not given) | 6.8% | 0.0% | 1.0% | -0.9 | -3.7% | -15.0 | 1.8 | 1.9% | -9.0% | -12.5 | 0.9
C=C(C)COc1ccc(-c2nc(N)nc(C(F)(F)F)c2-c2ccc(OC)cc2)c(O)c1 | . | -0.6% | -18.6% | 6.0 | . | 9.4 | 1.4 | 50.8%[activator] | -3.2% | 0.0 | -9.3
O=C(NCc1ccc2c(c1)OCO2)c1cc(-c2cc(Cl)ccc2O)n[nH]1 | 0.0% | -0.7% | 1.4% | 4.3 | 5.8% | -2.4 | -5.6 | . | 2.9% | 6.7 | 0.8
O=c1cc(-c2ccccc2)nc2c(-c3ccccc3)c(C(F)(F)F)[nH]n12 | . | -0.5% | 1.9% | 1.6 | 12.7% | 3.5 | -14.1 | . | -5.7% | 5.3 | 8.7
COc1cc(/C=N/NC(=O)CCc2c(C)n[nH]c2C)cc(OC)c1OC | 0.1% | -0.3% | 1.0% | -5.4 | -2.2% | -3.8 | 6.1 | -1.5% | 8.9% | 0.4 | 3.2
Cc1ccccc1N1C(=O)C(Cl)=C(N2CCN(c3ccccc3)CC2)C1=O | 0.6% | 0.2% | -6.6% | 0.2 | 0.3% | 1.0 | 13.1 | -15.3% | 3.5% | -5.7 | -0.6
CCCN1CCC(=O)N(CCO)CC1 | . | -5.5% | -1.9% | -1.4 | 2.9% | -12.0 | -9.9 | -21.7% | -6.0% | 4.9 | 0.5
COc1ccc(OC)c(CNS(=O)(=O)c2cc(CN3C(=O)c4cccnc4C3=O)ccc2OC)c1 | -6.6% | 0.5% | 0.4% | -0.1 | . | -0.7 | 24.6 | . | 7.4% | 10.5 | .
COc1ccc(-n2c(C)n[nH]c2=O)cc1OC | 1.7% | 0.0% | 0.3% | 1.1 | 1.2% | 1.8 | 1.8 | 4.7% | 5.8% | -2.3 | 2.1
O=C(CC1CCCCC1)OCn1nnc2ccccc2c1=O | 4.7% | -0.1% | 0.8% | 17.1 | 3.3% | 3.1 | -7.7 | 7.2% | 3.6% | 13.3 | 1.9
Cc1cc(C)c(NC(=O)CS(=O)CC(=O)Nc2ccc(F)cc2F)c(C)c1 (stereo not given) | 0.1% | 0.0% | 9.9% | -6.7 | -2.3% | 7.1 | 8.8 | . | 13.4% | 3.3 | 0.8
CCC(C)NS(=O)(=O)c1cc2c3c(c1)CCN3C(=O)CC2 (stereo not given) | 3.3% | 0.6% | -4.5% | -0.1 | . | 16.2 | 14.1 | 2.2% | 4.7% | 5.7 | 0.5
O=C(CCC1CCCC1)Nc1cc(C(F)(F)F)ccc1N1CCOCC1 | . | -0.5% | -1.7% | ? | . | -9.0 | -14.7 | . | . | -17.5 | .
CCOC(=O)c1c(NC(=O)CSc2nnc(-c3cccc(C)c3)n2CC)sc(C(C)=O)c1C | -4.4% | -0.6% | 0.8% | -1.6 | 0.4% | 3.1 | 17.6 | -4.4% | 5.5% | 4.3 | 5.2
Cc1[nH]c2ccccc2c1NC(=O)CN1CCN(Cc2ccc3c(c2)OCO3)CC1 | 0.1% | 0.5% | 1.0% | 1.7 | -3.7% | . | . | 8.4% | -6.7% | . | -1.9

From PubChem
